miR122 inh = miR-122 Renilla sensor signal increase in Huh7, primary screen, miR-122 inhibitor project, cell-based, single point, plate reader. Huh7 miR-122 Renilla luciferase sensor, 48 h; neutral wells = 0, positive control = 100. activation (reporter increase), % at 12.5 µM. 340,000 compounds, 0.3% hits. AID 602342, 2012;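 active = mean replicate activation score at least 90 and every replicate individually at or above 90; inconclusive = only one of the two criteria met; inactive = neither criterion met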;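 note: higher luciferase means less miR-122 activity so hits act as miR-122 inhibitors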
ERAP1 HTS inh = human ERAP1 aminopeptidase inhibitors, primary screen, biochemical, single point, plate reader. Endoplasmic reticulum aminopeptidase 1 (Homo sapiens), Q9NZ08. recombinant ERAP1, Leu-AMC fluorescence, 60 min. inhibition, % at 10.7 µM. 340,000 compounds, 0.15% hits;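 active = mean replicate inhibition of at least 30%, or all replicates individually reaching that 30% level; inactive = mean below 30% and not every replicate reaching it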;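 note: 0% = neutral control wells and 100% = L-leucinethiol positive control wells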
DENV2 CPE rescue = inhibitors of DENV2 cytopathic effect, primary screen, cell-based, plate reader, single concentration; DENV2-infected cells, cytopathic effect rescue; CPE inhibition, % at 9.99 µM; 350,000 compounds, 1.7% hits; AID 651640, 2012; in the data active = CPE inhibition above about 20%, passing the limit was not always enough; inconclusive = no clear call, values can overlap the other calls; tested in BHK-21 cells;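 note: 0% = median of neutral control wells and 100% = median of positive control wells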
CFTR F508del cor = F508del CFTR correction, initial screen, CFBE line, single point; AID 720511, 2013; CFBE cells, YFP halide quenching; stimulated with forskolin plus potentiator P3; % fluorescence drop versus neutral controls; activity (quench increase), % at 7.58 µM; 350,000 compounds, 0.36% hits;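 active = mean added fluorescence quench of at least 8% versus neutral control, with both replicates also reaching 8%; inconclusive = only one of the mean or replicate conditions met; inactive = mean below 8% and not both replicates reaching 8%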;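 note: cells transiently co-express mutant CFTR-F508del with the halide-sensitive YFP; corrector assay measuring rescue of mutant channel to the surface after 24 h compound exposure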
SIRT5 block = SIRT5 desuccinylase inhibitors, primary screen, biochemical, fluorescence imaging, single point, set 5; NAD-dependent protein deacylase sirtuin-5, mitochondrial (Homo sapiens), Q9NXA8; Purified SirT5, succinyl-peptide AMC, trypsin-coupled fluorescence; inhibition, % at 15 µM; 330,000 compounds, 1.1% hits; AID 652115, 2013; in the data active = inhibition above about 15%; inconclusive = no clear call, values can overlap the other calls
Target sequence (Q9NXA8 whole entry, looked up): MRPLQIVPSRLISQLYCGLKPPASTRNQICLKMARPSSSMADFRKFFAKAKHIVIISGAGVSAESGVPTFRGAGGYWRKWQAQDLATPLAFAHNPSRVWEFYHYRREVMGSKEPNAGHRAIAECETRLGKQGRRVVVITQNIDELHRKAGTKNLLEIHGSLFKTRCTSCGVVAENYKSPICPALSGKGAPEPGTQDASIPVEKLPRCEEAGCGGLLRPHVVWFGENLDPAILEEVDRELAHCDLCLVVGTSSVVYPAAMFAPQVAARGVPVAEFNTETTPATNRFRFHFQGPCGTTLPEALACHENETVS
CASP6 VEID inh = human caspase-6 inhibitors, primary screen, biochemical, VEID-R110 fluorescence, single point, set 2. 350,000 compounds, 0.53% hits. inhibition, % at 12.5 µM. purified caspase-6, Z-VEID-R110 cleavage fluorescence. AID 686996, 2013;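 active = mean inhibition across replicates at least about 35%, with every replicate also reaching that limit, limit read from the data; inconclusive = only one of the two criteria met; inactive = neither criterion met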;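 note: 0% = median of neutral control wells and 100% = no fluorescence left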
Target sequence (P55212 24-179 limits assumed): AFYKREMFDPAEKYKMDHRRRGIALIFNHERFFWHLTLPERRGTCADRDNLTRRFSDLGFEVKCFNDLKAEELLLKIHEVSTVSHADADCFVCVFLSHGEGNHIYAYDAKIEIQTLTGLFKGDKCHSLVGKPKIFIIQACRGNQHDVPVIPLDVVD
Target sequence (P55212 194-293 limits assumed): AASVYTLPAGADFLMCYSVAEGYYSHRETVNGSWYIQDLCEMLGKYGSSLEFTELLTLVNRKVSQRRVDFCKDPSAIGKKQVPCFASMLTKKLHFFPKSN
ERp5 block = inhibitors of ERp5-driven insulin aggregation, primary screen, biochemical, turbidity, absorbance 650 nm, single point; inhibition, % at 9.99 µM; 350,000 compounds, 0.05% hits; 90 min; Protein disulfide-isomerase A6 (Homo sapiens), Q15084;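 active = mean replicate inhibition above about 25%, with every replicate also reaching it, limit read from the data, passing the limit was not always enough; inconclusive = only one of those two criteria met; inactive = neither criterion met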
Target sequence (Q15084 whole entry, looked up): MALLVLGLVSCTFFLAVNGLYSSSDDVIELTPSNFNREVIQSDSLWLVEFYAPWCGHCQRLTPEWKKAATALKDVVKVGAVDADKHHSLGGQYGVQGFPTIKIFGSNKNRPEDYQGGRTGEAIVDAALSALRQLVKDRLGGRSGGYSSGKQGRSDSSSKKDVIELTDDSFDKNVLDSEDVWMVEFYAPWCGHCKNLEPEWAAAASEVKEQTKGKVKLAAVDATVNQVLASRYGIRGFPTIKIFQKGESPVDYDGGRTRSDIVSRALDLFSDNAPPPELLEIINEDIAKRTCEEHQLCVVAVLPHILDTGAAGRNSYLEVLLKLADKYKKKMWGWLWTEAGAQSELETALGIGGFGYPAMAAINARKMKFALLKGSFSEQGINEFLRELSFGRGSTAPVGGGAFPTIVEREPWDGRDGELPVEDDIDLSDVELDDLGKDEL
The depositor's hits bear a star; ? = inconclusive; . = not tested or not shown; [ ] = another dose, or the depositor's remark.

A first look (nine entries):
Structure	miR122 inh	ERAP1 HTS inh	DENV2 CPE rescue	CFTR F508del cor	SIRT5 block	CASP6 VEID inh	ERp5 block
COc1ccc(Cn2ccnc2SCC(=O)Nc2nnc(C)s2)cc1	.	-4	-3	-0.8	-1	-1	-3
Cc1ccccc1N1C(=O)C(Oc2ccc(Cl)cc2)C1CNCC1CCCO1 (configuration not stated)	.	12	.	-0.1	-4	-1	3
Cc1ccc(Nc2nc(NCCO)c3ccccc3n2)cc1C	-22	-30	-22	-7.9	-5	13	2
C[C@@H]1CN([C@H](C)CO)C(=O)c2c(c3ccccc3n2C)-c2ccccc2CO[C@H]1CN(C)C(=O)[C@@H]1CCCN1C	.	4	2	-0.7	2	0	4
CSCCC(C(=O)NC1CCCC1)n1c(C2CC2)nc2ccccc21 (configuration not stated)	.	-1	0	1.1	.	-1	-2
COc1cccc(S(=O)(=O)N(C)C[C@@H]2Oc3cc(C4=CCCC4)ccc3S(=O)(=O)N([C@H](C)CO)C[C@H]2C)c1	11[16.7 µM]	1	55*	11*	23*	-1	1
COc1ccc(CNC(=O)C(c2ccco2)N(C(=O)c2snc(C(N)=O)c2N)c2ccccc2OC)cc1 (configuration not stated)	.	-3	2	-1.7	-2	6	0
C[C@@H]1CN([C@@H](C)CO)C(=O)c2ccccc2-c2ccccc2CO[C@@H]1CN(C)C(=O)Nc1ccccc1	.	-3	-7	1.3	-10	-1	-2
Cc1ccc(CN2CCN(/N=C/c3ccc(C)s3)CC2)c(C)c1	-1	1	12	-0.2	-2	1	0

This part in full, from the first entry:
Structure	miR122 inh	ERAP1 HTS inh	DENV2 CPE rescue	CFTR F508del cor	SIRT5 block	CASP6 VEID inh	ERp5 block
COc1ccc(Cn2ccnc2SCC(=O)Nc2nnc(C)s2)cc1	.	-4	-3	-0.8	-1	-1	-3
Cc1ccccc1N1C(=O)C(Oc2ccc(Cl)cc2)C1CNCC1CCCO1 (configuration not stated)	.	12	.	-0.1	-4	-1	3
Cc1ccc(Nc2nc(NCCO)c3ccccc3n2)cc1C	-22	-30	-22	-7.9	-5	13	2
C[C@@H]1CN([C@H](C)CO)C(=O)c2c(c3ccccc3n2C)-c2ccccc2CO[C@H]1CN(C)C(=O)[C@@H]1CCCN1C	.	4	2	-0.7	2	0	4
CSCCC(C(=O)NC1CCCC1)n1c(C2CC2)nc2ccccc21 (configuration not stated)	.	-1	0	1.1	.	-1	-2
COc1cccc(S(=O)(=O)N(C)C[C@@H]2Oc3cc(C4=CCCC4)ccc3S(=O)(=O)N([C@H](C)CO)C[C@H]2C)c1	11[16.7 µM]	1	55*	11*	23*	-1	1
COc1ccc(CNC(=O)C(c2ccco2)N(C(=O)c2snc(C(N)=O)c2N)c2ccccc2OC)cc1 (configuration not stated)	.	-3	2	-1.7	-2	6	0
C[C@@H]1CN([C@@H](C)CO)C(=O)c2ccccc2-c2ccccc2CO[C@@H]1CN(C)C(=O)Nc1ccccc1	.	-3	-7	1.3	-10	-1	-2
Cc1ccc(CN2CCN(/N=C/c3ccc(C)s3)CC2)c(C)c1	-1	1	12	-0.2	-2	1	0
CC(C)NC(=O)N(C)C[C@@H]1OCCCC[C@H](C)Oc2ccc(NC(=O)Nc3ccc4c(c3)OCO4)cc2C(=O)N([C@@H](C)CO)C[C@H]1C	-5[16.7 µM]	3	-1	-1.2	1	-1	5
Cc1cccc2cc(CN(CC3CCCO3)C(=O)c3cccs3)c(=O)[nH]c12 (configuration not stated)	10	1	?	0.8	-3	0	-9
COc1cc(CN2C[C@@H](CO)O[C@@H](n3cnc4c(NCCCO)ncnc43)C2)cc(OC)c1OC	-5	-4	-5	-3.2	.	0	0
COc1ccc(-c2nc(CS(=O)(=O)CC(=O)NCCCc3ccccc3)c(C)o2)cc1	-6	-2	0	-2.8	-1	-1	4
CSc1ccc(CNCC2CCCO2)cc1 (configuration not stated)	-6	0	-1	2.0	-3	-2	2
COc1cccc(CNC(=O)c2cc(=O)[nH]c3ccc(S(=O)(=O)N4CCOCC4)cc23)c1	-9	-1	-8	1.2	-2	4	5
C[C@@H]1CNC(=O)c2c(C(=O)N[C@H](C)c3ccccc3)ncn21	-2	-2	12	-3.5	-1	1	9
CCCC#Cc1cnc2c(c1)C(=O)N([C@@H](C)CO)C[C@@H](C)[C@@H](CN(C)C(=O)Nc1ccccc1F)O2	-11[16.7 µM]	2	0	-2.4	4	-1	-3
C=CCn1c(SCC(=O)Nc2cc(C)on2)nnc1C1COc2ccccc2O1 (configuration not stated)	.	4	-2	-1.0	5	8	-7
CC(CCc1ccc(O)cc1)NCc1ccc(Cl)cc1Cl (configuration not stated)	16	-3	11	0.9	.	-1	1
CCCNS(=O)(=O)c1cccc(C(=O)OCc2cc(=O)oc3cc(OC)ccc23)c1	13	1	0	1.9	-3	5	4
Cc1ccccc1Cn1ccc(NC(=O)c2cc3ncc(Br)cn3n2)n1	2	.	6	-0.7	-7	2	-1
C/C(=N\NC(=O)c1ccc(Cn2cc(Br)cn2)o1)c1ccc(NC(=O)c2ccoc2C)cc1	.	4	9	0.6	-4	2	-2
Cc1ccccc1OCCn1c(C)nc2ccccc21	-6	-1	-7	1.6	-5	-4	-7
COc1ccc(/C=C/C(=O)c2cc(F)ccc2OC(=O)c2ccccc2C)cc1OC	70	-2	0	.	.	1	7
CCNC(=O)CCSc1nnc(-c2ccncc2)o1	.	6	2	-2.9	20*	2	5
O=C(Cc1cccc2ccccc12)NCCc1ccccc1	8	0	-4	-0.5	-4	3	4
CN(Cc1ccc(Cl)cc1Cl)C(=O)c1cc(=O)c2ccccc2o1	.	1	6	-3.1	0	.	-1
COc1ccc(CN(C)C[C@H]2OCCCC[C@@H](C)Oc3ccc(NC(=O)Cc4ccccc4)cc3C(=O)N([C@@H](C)CO)C[C@@H]2C)cc1	9[16.7 µM]	.	?	-2.3	.	.	.
C[C@@H]1CN([C@H](C)CO)C(=O)Cc2cc(NC(=O)Cn3cnnn3)ccc2O[C@H]1CN(C)S(=O)(=O)c1ccc(Cl)cc1	-4[16.7 µM]	3	7	2.3	0	3	6
Cc1cccnc1NC(=O)CNC(=O)C12CC3CC(CC(C3)C1)C2	.	-6	1	-0.2	-5	2	4
O=C(Nc1ccc(-c2nc3ccccc3o2)cc1)c1ccc(N2CCOCC2)c([N+](=O)[O-])c1	.	-1	-1	1.3	1	1	-5
N#C[C@@H]1[C@@H](c2ccccc2-c2cccc(F)c2)[C@H](CO)N1C(=O)C1CCC1	.	2	15	-1.0	3	9	-3
COc1ccc(Cn2c(=O)oc3ccccc32)cc1F	-7	1	6	5.5	2	-3	1
CC(C)NC(=O)N1[C@H](CO)[C@H]2c3ccccc3N(C(=O)Nc3ccccc3)C[C@H]21	0[16.7 µM]	0	21*	-1.9	-1	4	1
COc1ccccc1-c1ccc2c(c1)O[C@@H](CN(C)C)[C@H](C)CN([C@@H](C)CO)S2(=O)=O	19[16.7 µM]	-1	3	-0.9	-18	2	-1
N#CCCN(C(=O)COC(=O)C1CCN(S(=O)(=O)c2ccc3c(c2)OCCO3)CC1)c1ccccc1	-4	1	-8	1.7	-1	3	1
C[C@H](CO)N1C[C@H](C)[C@H](CN(C)C)Oc2c(NC(=O)Nc3ccccc3)cccc2C1=O	-4[16.7 µM]	3	3	-2.2	-3	2	-1
Cc1nc(C)c(C(=O)OCC(=O)NCc2ccccc2Cl)s1	-2	1	-1	-1.8	.	-1	-5
CCOCCCN1CC(=O)N2[C@@H](Cc3c([nH]c4ccccc34)C2(C)C)C1=O	0	0	0	4.2	-6	-3	-1
CCC(=O)Nc1ccc2c(c1)C(=O)N(C)C[C@H](OC)[C@H](C)CN(Cc1cccc(F)c1)[C@@H](C)CO2	.	0	11	1.7	2	-1	-4
CCOC(=O)C1=C(COC(=O)c2cccc(NC(C)=O)c2)NC(=O)NC1C (configuration not stated)	-2	5	14	-0.9	-10	-1	-6
COc1ccc(-n2c(Cc3cccn3C)nnc2SCC(=O)N2CCCC2)cc1	3	-4	.	-1.1	0	-2	1
CC12CCC(=O)N1C(C(=O)N1CCN(c3ccccc3)CC1)CS2 (configuration not stated)	0	-2	5	-0.5	2	5	-5
CCc1ncc(CO)n1Cc1cccc2ccccc12	-1	4	-2	0.1	-4	-4	-2
CC(C)(C)n1nc2c(c1NC(=O)c1ccc(C(F)(F)F)cc1)CS(=O)(=O)C2	.	-3	-5	-3.8	-6	0	-1
C[C@H]1CN([C@@H](C)CO)S(=O)(=O)c2ccc(C3=CCCC3)cc2O[C@@H]1CN(C)Cc1ccncc1	1[16.7 µM]	2	-3	-0.7	2	0	7
C#CCOCCOCCOCCNc1nc(N2CCN(C(=O)CCCCCCCCCCNC(=O)[C@H](CCCCN)n3cc(CCCC(=O)O)nn3)CC2)nc(N2CCN(C(=O)CCCCCCCCCCNC(=O)[C@@H]([C@H](C)O)n3cc(C)nn3)CC2)n1	-2	0	.	.	-8	1	1
CCOC(=O)c1c(C)[nH]c(C)c1C(=O)CSc1nc2ccccc2c(=O)n1-c1ccccc1C	.	1	4	.	-2	-2	-13
CC(C1CC1)N(Cc1ccccc1)C(=O)NC(=O)c1cccc(F)c1 (configuration not stated)	0	2	1	4.3	1	-5	2
COCCSc1ccccc1C(=O)N1CCc2ccccc21	.	1	-4	2.7	-1	1	3

Next entries:
Structure	miR122 inh	ERAP1 HTS inh	DENV2 CPE rescue	CFTR F508del cor	SIRT5 block	CASP6 VEID inh	ERp5 block
CC1CN(C(=O)Cn2c(=O)oc3ccccc32)CC(C)O1 (configuration not stated)	-4	-3	4	-1.5	-14	3	-2
O=C1OC(C(=O)O)Cc2ccccc21 (configuration not stated)	3	3	9	-0.8	-6	-1	-10
Fc1ccc(C2CC(c3ccco3)n3ncnc3N2)cc1 (configuration not stated)	-4	1	-4	1.4	-3	-3	?
C[C@H](CO)N1C[C@H](C)[C@H](CN(C)C(=O)NC2CCCCC2)OCCCC[C@H](C)Oc2ccc(NS(=O)(=O)c3cn(C)cn3)cc2C1=O	27[16.7 µM]	0	.	2.5	-6	-1	0
CN1CCN(C(=O)C[C@H]2CC[C@@H]3[C@@H](COc4ccc(NC(=O)c5cscn5)cc4C(=O)N3C)O2)CC1	-20[16.7 µM]	-1	3	0.6	-2	-2	-1
COc1ccc(NC(=O)N2C[C@@H](O)COC[C@@H]3O[C@H](CC(=O)NCc4ccccc4OC)CC[C@H]32)cc1	-6[16.7 µM]	-1	-1	-2.1	-3	1	9
O=C(Nc1nccs1)C1CC(=O)N(c2ccccc2)C1 (configuration not stated)	-9	-3	1	1.4	-9	2	-2
Cc1ccc(-c2cc(C(F)F)nc(S(C)(=O)=O)n2)cc1	10	3	?	-7.1	-2	1	-8
COc1ccc(N(C)S(=O)(=O)c2cccc(C(=O)OC(C)C(=O)NC3CCCCC3C)c2)cc1 (configuration not stated)	.	-1	-3	-0.8	-4	-2	7
C[C@H](CO)N1C[C@H](C)[C@@H](CN(C)Cc2ccc(C(=O)Nc3ccccc3N)cc2)Oc2ccc(NC(=O)Cc3ccccc3)cc2CC1=O	.	0	11	-1.5	7	1	4

Random excerpt: two records from the list, in no set order.
Structure	miR122 inh	ERAP1 HTS inh	DENV2 CPE rescue	CFTR F508del cor	SIRT5 block	CASP6 VEID inh	ERp5 block
Cc1ccc(-c2cc(C(F)F)nc(S(C)(=O)=O)n2)cc1	10	3	?	-7.1	-2	1	-8
CN1CCN(C(=O)C[C@H]2CC[C@@H]3[C@@H](COc4ccc(NC(=O)c5cscn5)cc4C(=O)N3C)O2)CC1	-20[16.7 µM]	-1	3	0.6	-2	-2	-1

Assay outcomes from PubChem BioAssay.
